# Fam108B inh: counter-screen for RBBP9 inhibitors: inhibitors of mouse Fam108B; inhibition, % at 9.51 µM; 300,000 tested, 0.33% active; recombinant Fam108B, FP-Rh probe fluorescence polarization;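 active = inhibition above the screen mean inhibition plus 3 SD, computed separately per campaign, cut at about 18% in these data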;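 note: inhibitors lower polarization as less probe binds the enzyme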
# AGP1 TOR yeast: alters AGP1-GFP fluorescence in TOR pathway yeast screen. S. cerevisiae AGP1-GFP multiplex flow cytometry, 3 h; GFP as percent of DMSO wells. GFP response vs DMSO, % at 10 µM. 320,000 tested, 0.02% active. AID 2066;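 active = GFP response relative to DMSO above a set limit, near screen average plus 3 SD, cut at about 150% in these data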;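 note: median GFP channel fluorescence of the gated AGP1 strain per well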
# MEX-5 binding: C. elegans MEX-5 TCR-2 RNA binding activity. MEX-5/FITC-TCR2 RNA binding, fluorescence polarization; active compounds read low. activity score (negative = inhibition of binding), % at 10 µM. 300,000 tested, 0.38% active. AID 1832;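 active = inhibition past about -25% in most replicates, and total fluorescence under double the plate's negative control median, limit read from the data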;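 note: 0% = DMSO and -100% = 5 µM competing unlabeled TCR2 RNA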
# MCL1 BIM primary: MCL1-BIM-BH3 interaction inhibition (human) | GST-MCL1 / FITC-Bim-BH3 fluorescence polarization | inhibition, % at 10.9 µM | 320,000 tested, 0.68% active;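 active = inhibition above the mean inhibition of all tested compounds plus 3 SD, set per campaign, cut at about 40% in these data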;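 note: 0% = DMSO wells and 100% = unlabeled Bim-BH3 peptide control; higher means more loss of mP so more displacement of Bim peptide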
# VLA-4 inh: inhibition in a human VLA-4 binding assay; P13612; VLA-4 expressing cells, ligand binding flow cytometry; inhibition, % (about 7 µM as worked out from the volumes in the protocol); 330,000 tested, 0.2% active; AID 2557; in the data active = inhibition above about 50%
# Target sequence (P13612 whole entry, looked up): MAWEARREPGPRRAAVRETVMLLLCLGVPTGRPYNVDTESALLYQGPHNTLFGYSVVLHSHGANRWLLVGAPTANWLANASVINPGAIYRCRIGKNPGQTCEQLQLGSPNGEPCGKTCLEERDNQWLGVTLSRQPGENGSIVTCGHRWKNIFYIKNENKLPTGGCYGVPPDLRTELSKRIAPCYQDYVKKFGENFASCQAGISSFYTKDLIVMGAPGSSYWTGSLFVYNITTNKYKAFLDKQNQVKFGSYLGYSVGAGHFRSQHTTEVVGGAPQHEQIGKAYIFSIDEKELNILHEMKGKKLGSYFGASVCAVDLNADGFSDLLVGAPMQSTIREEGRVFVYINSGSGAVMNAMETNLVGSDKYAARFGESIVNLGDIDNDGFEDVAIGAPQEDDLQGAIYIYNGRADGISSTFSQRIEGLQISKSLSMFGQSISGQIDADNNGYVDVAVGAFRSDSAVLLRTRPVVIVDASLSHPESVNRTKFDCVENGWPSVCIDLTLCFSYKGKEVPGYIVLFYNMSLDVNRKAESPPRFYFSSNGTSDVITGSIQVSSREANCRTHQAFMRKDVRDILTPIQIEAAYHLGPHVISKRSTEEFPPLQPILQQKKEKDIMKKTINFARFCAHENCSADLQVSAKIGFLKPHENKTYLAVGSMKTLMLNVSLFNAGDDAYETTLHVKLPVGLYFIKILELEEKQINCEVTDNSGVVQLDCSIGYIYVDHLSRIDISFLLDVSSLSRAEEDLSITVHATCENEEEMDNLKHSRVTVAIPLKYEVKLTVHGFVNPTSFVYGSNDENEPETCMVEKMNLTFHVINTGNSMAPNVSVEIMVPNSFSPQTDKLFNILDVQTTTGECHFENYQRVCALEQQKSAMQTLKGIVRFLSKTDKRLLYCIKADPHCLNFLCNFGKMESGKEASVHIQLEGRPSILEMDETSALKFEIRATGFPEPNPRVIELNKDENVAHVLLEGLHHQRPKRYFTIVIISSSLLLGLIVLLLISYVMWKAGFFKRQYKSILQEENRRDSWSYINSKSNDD
# CIT2 TOR yeast: alters CIT2-GFP fluorescence in TOR pathway yeast screen; S. cerevisiae CIT2-GFP strain, flow cytometry, 3 h; 100 means same as DMSO wells; GFP response vs DMSO, % at 10 µM; 320,000 tested, 0.065% active; AID 2029;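 active = GFP response relative to DMSO above a set limit, near the screen mean plus 3 SD, cut at about 150% in these data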;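 note: ratio of well median GFP fluorescence to mean of DMSO wells on the plate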
# GLD-1 RNA inh: GLD-1-TGE RNA interaction inhibition (C. elegans) | purified GLD-1 + fluorescein TGE RNA, fluorescence polarization | inhibition, % at 5.96 µM | 320,000 tested, 0.44% active;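 active = percent inhibition above a per-plate cutoff, the plate mean of test compounds plus 3 SD, cut at about 30% in these data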;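 note: 0% = DMSO wells with GLD-1 and probe and 100% = wells lacking GLD-1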
# BCLXL inh: inhibitors of human Bcl-xL | Q07817 | GST-Bcl-xL / FITC-Bim BH3 peptide fluorescence polarization | inhibition, % at 10.9 µM | 320,000 tested, 0.7% active;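 active = inhibition above the mean of all tested compounds plus 3 SD, cutoff set per campaign, cut at about 30% in these data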;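 note: 0% = DMSO wells and 100% = unlabeled Bim-BH3 peptide competitor; inhibitors lower millipolarization by displacing the labeled peptide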
# GRK2 aptamer HTS: human GRK2 inhibition via aptamer displacement; bead flow cytometry, FAM-aptamer displacement from GRK2; AID 488847; inhibition of aptamer binding, % at 10 µM; P25098; 330,000 tested, 0.59% active;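 active = inhibition of aptamer binding above 40%, roughly 3 SD of noise, on plates passing a quality check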;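 note: median bead fluorescence of bound FAM aptamer so fluorescent compounds give negative values; no value below 0 was filed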
# * = called active by the depositor; x = not tested or not shown.
SMILES,Fam108B inh,AGP1 TOR yeast,MEX-5 binding,MCL1 BIM primary,VLA-4 inh,CIT2 TOR yeast,GLD-1 RNA inh,BCLXL inh,GRK2 aptamer HTS
C#CCOc1nc(OCC#C)nc(OCC#C)n1,1,96,1.4,14,29,99,0,9,0
CCc1ccc(NC(=O)Cc2ccc(NC3=NC4CS(=O)(=O)CC4S3)cc2)cc1 (centres undefined),0,95,0.2,10,-10,101,-2,-2,0
Cc1ccc(O)c(NC(=O)c2cc(-c3ccccc3)on2)c1,-1,103,-0.5,4,6,106,-2,4,5
CCSc1nn2c(=O)c3ccccc3nc2s1,2,95,-2.1,-1,9,101,0,-4,3
COc1ccc(-c2ccc(=O)n(Cc3cccc(Cl)c3)n2)cc1,-4,100,-1.4,-3,11,114,-1,1,13
CCOC(=O)c1sc(N(Cc2ccccc2)C(=O)COC(=O)c2ccc(O)cc2)nc1C,-27,95,0.7,-20,8,103,8,-3,0
C/C(Cc1ccccc1)=N\NC(=O)CNC(=O)c1ccc(Cl)cc1,0,96,-0.3,2,10,85,62*,5,0
COC(=O)Cn1c(=O)oc2ccc(C)cc21,-5,101,-0.1,-3,4,99,-4,2,0
CCOC(=O)[C@H]1[C@H]2COc3cc(OC)ccc3[C@@H]2N2C(=O)CN(Cc3ccc(C)cc3)C(=O)[C@@]12C,x,99,x,5,3,96,-4,7,0
Fc1ccc(Nc2nc(Oc3ccccc3F)nc(N3CCCC3)n2)cc1,-13,107,-1.0,-2,0,107,4,1,0
O=S(=O)(c1cc(C(F)(F)F)ccc1Cl)N1CCN(c2ccccn2)CC1,2,105,-1.5,8,3,111,-1,5,0
CCc1nc2c(sc3nc4c(cc32)COC(C)(C)C4)c(=O)n1Cc1ccccc1,-1,104,4.1,2,-7,107,9,4,3
CCC(=O)N1CCc2cc(S(=O)(=O)N3CCN(c4ccccc4Cl)CC3)ccc21,1,84,-2.1,1,-9,105,9,2,7
O=C(COC(=O)/C=C/c1ccccc1)NCCNC(=O)COC(=O)/C=C/c1ccccc1,-1,115,-1.5,5,-9,98,5,6,0
CCCCC(CC)C(=O)Nc1cc(C(=O)NCCC)ccc1N1CCC2(CC1)CC(c1cccc(Br)c1)=NO2 (centres undefined),-2,x,0.3,2,x,x,8,5,x
COc1ccc(OC)c(NC(=O)N2CCCC(C(=O)c3ccccc3OC)C2)c1 (centres undefined),-1,102,-0.1,1,0,99,4,6,0
O=C(NC(=S)Nc1ccc(Cl)cn1)C(c1ccccc1)c1ccccc1,-39,105,-0.8,11,-2,102,1,-4,0
COC(=O)c1c(NC(=O)CCS(=O)(=O)c2ccccc2)sc2c1CCN(C)C2,-1,117,0.8,-1,9,108,-4,-2,0
O=S1(=O)N=C2CCCCCN2C(c2ccccc2)N1 (centres undefined),0,95,-1.1,4,-2,98,-1,3,x
CC1Nc2ncnc(N3CCOCC3)c2N(Cc2ccc(Cl)cc2)C1=O (centres undefined),-1,86,1.7,1,-1,96,-2,7,0
CC(=O)N1CCN(S(=O)(=O)c2cccc(C(=O)NNC(=O)COc3ccc(Cl)cc3C)c2)CC1,-2,101,1.3,0,7,104,6,5,1
O=C(NCc1ccco1)c1cc(-c2ccc3c(c2)OCO3)on1,3,107,0.2,5,-11,118,5,0,1
Cc1ccc(C(=O)CC2(O)C(=O)N(C)c3ccccc32)o1 (centres undefined),2,103,-2.4,0,13,99,1,5,1
COc1cc([N+](=O)[O-])ccc1-c1ccc(/C=N/NC(N)=O)o1,0,98,-3.3,-36,18,121,-59,-14,2
O=C(C1CCC1)N1CCc2cc(S(=O)(=O)NCC3COc4ccccc4O3)ccc21 (centres undefined),-2,98,-0.2,1,10,92,5,4,7
O=C(CCNC(=O)c1ccccc1)Oc1ccc([N+](=O)[O-])cc1,-1,104,-1.3,-7,-10,109,-5,2,0
Cc1nc2ccccc2c(=O)n1CCc1ccccc1,-5,100,1.3,1,-3,95,7,3,6
Clc1ccc(CNC2CCCC2)cc1,-4,102,0.1,-1,-13,99,0,1,1
COc1cccc(-c2cc(C(=O)Nc3ccc(N(C)C(C)=O)cc3)c3cc(Br)ccc3n2)c1,-19,105,2.9,6,-7,99,0,0,x
NS(=O)(=O)c1ccc(NC=C2C(=O)OC3(CCCCC3)OC2=O)cc1,-1,96,-2.1,5,-1,100,5,2,6
COc1ccc(NS(=O)(=O)c2cccc(NC(=O)c3ccc(S(=O)(=O)N4CCCCCC4)cc3)c2)cc1,-37,100,0.1,-1,5,98,11,4,2
CCOC(=O)C1CCCN(C(=O)c2ccc(Cn3c(=S)[nH]c4cc(C(=O)OC)ccc4c3=O)cc2)C1 (centres undefined),-1,106,1.2,4,12,105,-1,3,0
O=C(NC(=S)NCCSc1ccccc1)c1cccnc1,1,102,-0.8,11,7,103,1,3,1
COc1ccc(N2CCN(C(=O)CCCn3c(=O)[nH]c4ccsc4c3=O)CC2)cc1,-1,102,-2.2,6,-12,102,-1,6,3
Cc1ccc(S(=O)(=O)Nc2c3ccccc3nc(=O)n2-c2ccccc2)cc1,-5,92,-0.8,6,-6,87,3,1,1
CCOc1ccc(CCNC(=O)COC(=O)/C=C/c2ccc(OC)c(OC)c2)cc1OCC,2,84,2.1,3,-7,99,-3,-3,3
FC(F)(F)c1ccccc1/C=N/n1c(C2CCCCC2)n[nH]c1=S,0,107,-3.4,-10,2,110,3,-9,3
C=CCNS(=O)(=O)c1ccc(OCC(=O)OC)cc1,-4,109,-1.1,5,-9,104,1,8,1
COC(=O)C1=C(C)N(C)C(=O)NC1c1cc2c(cc1Br)OCO2 (centres undefined),-19,100,-2.5,0,20,104,3,2,1
CC(C)(C)NC(=O)c1ccccc1NC(=O)C1CCCO1 (centres undefined),-3,104,0.9,7,7,99,-1,0,2
COc1ccc(C(=O)c2coc3ccc(O)cc23)cc1,5,88,0.8,0,-8,88,-1,4,2
COc1cccc(NC(=S)N(C)C2CCN(C)CC2)c1,-1,98,-0.7,4,16,112,-1,2,10
CC(=O)N1C(=O)N(C(C)=O)C2C1N(C(C)=O)C(=O)N2C(C)=O (centres undefined),-1,110,0.9,-3,-1,98,7,1,6
COc1ccc(S(=O)(=O)N2Cc3ccccc3CC2C(=O)N2CCOCC2)cc1OC (centres undefined),-1,102,1.0,12,-10,94,-5,11,6
Cc1cccc(OCc2nnc3n2CCCCC3)c1,-2,95,1.0,10,12,92,-2,4,2
O=C(Nc1c(F)cc(F)cc1Br)c1cc(-c2ccco2)on1,7,102,-0.8,6,-3,96,-7,-7,0
COc1cccc(-c2c(C(=O)N/N=C/c3cccnc3)nnn2-c2nonc2N)c1,1,105,-0.9,4,7,107,1,6,1
COc1ccc(NC(=O)N2CCc3ccccc3C2)cc1,x,80,2.8,x,-7,94,x,x,0
O=C(CSc1ncnc2c1nnn2Cc1ccc(F)cc1)NC1CCCC1,-5,57,0.5,6,9,90,4,1,1
Nc1nc(-c2ccccc2)c(-c2ccc([N+](=O)[O-])cc2)s1,12,90,-2.1,-63,0,95,-13,-34,3
COc1ccc(NC(=O)COc2ccccc2C(=O)NCC(c2ccccc2)N(C)C)cc1Cl (centres undefined),-2,96,0.3,4,-11,102,2,6,0
CCCN1CCN(C(=O)C2CCN(c3nnc(C)c4c(C)n(-c5ccc(C)cc5)nc34)CC2)CC1,0,103,9.1,-15,1,121,-56,3,0
O=C(Nc1ccccc1Cl)Nc1ccccc1Cl,-1,98,3.6,-4,15,103,4,0,3
NS(=O)(=O)c1ccc(CNC(=O)/C=C/c2ccco2)cc1,1,102,-4.5,11,2,101,3,10,14
Cc1ccc(Cl)cc1N1CCN(C2CCCCC2NS(=O)(=O)c2ccccc2)CC1 (centres undefined),2,101,-0.5,-2,6,100,15,0,1
COCCNC(=S)N(Cc1cc2cc(C)ccc2n2nnnc12)C1CCCC1,-1,97,-0.6,-3,-5,81,2,0,2
CCCCN(C)C(=O)Cn1c(=O)oc2cc(S(=O)(=O)N3CC(C)CC(C)C3)ccc21 (centres undefined),-3,98,-0.6,4,4,91,-3,2,0
CC(C)Oc1ccc(C(CC(=O)O)n2cnnn2)cc1 (centres undefined),-1,102,-1.5,4,20,101,-2,7,3
Cc1cccc(C)c1N(Cc1ccccc1F)S(C)(=O)=O,7,100,1.8,4,7,91,-6,0,3
CC(=O)N1CCN(c2ccc(NC(=O)c3ccc4c(c3)OCCO4)cc2Cl)CC1,-1,104,-2.3,4,10,99,-11,6,6

# Some of the entries above in another layout:
SMILES | Fam108B inh | AGP1 TOR yeast | MEX-5 binding | MCL1 BIM primary | VLA-4 inh | CIT2 TOR yeast | GLD-1 RNA inh | BCLXL inh | GRK2 aptamer HTS
O=C(Nc1c(F)cc(F)cc1Br)c1cc(-c2ccco2)on1 | 7 | 102 | -0.8 | 6 | -3 | 96 | -7 | -7 | 0
Cc1cccc(OCc2nnc3n2CCCCC3)c1 | -2 | 95 | 1.0 | 10 | 12 | 92 | -2 | 4 | 2
CC(C)Oc1ccc(C(CC(=O)O)n2cnnn2)cc1 (centres undefined) | -1 | 102 | -1.5 | 4 | 20 | 101 | -2 | 7 | 3
CCCCN(C)C(=O)Cn1c(=O)oc2cc(S(=O)(=O)N3CC(C)CC(C)C3)ccc21 (centres undefined) | -3 | 98 | -0.6 | 4 | 4 | 91 | -3 | 2 | 0

# Further compounds:
SMILES,Fam108B inh,AGP1 TOR yeast,MEX-5 binding,MCL1 BIM primary,VLA-4 inh,CIT2 TOR yeast,GLD-1 RNA inh,BCLXL inh,GRK2 aptamer HTS
O=C(COC(=O)c1c(Cl)cccc1Cl)Nc1cc(Cl)ccc1Oc1ccccc1,-9,97,0.7,-2,2,104,4,-1,0
O=C(CCc1ccc(S(=O)(=O)N2CCOCC2)cc1)Nc1nccs1,-3,104,2.2,4,3,104,0,5,0
C=CCN(Cc1cccc(OC)c1OC)S(=O)(=O)N(C)C,-6,97,-1.2,1,5,100,-3,-4,1
Cc1ccc(CNC(=O)Cc2noc3ccccc23)cc1,2,101,1.3,-4,-6,96,-6,2,1
O=S(=O)(Nc1ccc(O)c2ccccc12)c1ccc(OC(F)(F)F)cc1,7,101,-1.5,3,8,96,1,9,0
CN(C(=O)CSc1n[nH]c(=O)[nH]c1=O)c1ccccc1,x,96,x,x,-11,98,1,x,2
Cc1cccc(NS(=O)(=O)c2csc(C(N)=O)c2)c1,-2,100,0.3,2,4,106,3,0,2
CN1C(=O)CC(c2cn(Cc3ccccc3)c3ccccc23)C1=O (centres undefined),5,95,x,-4,-13,98,-10,1,1
COc1ccccc1-c1noc(-c2ccccc2C(=O)NCC2CCCO2)n1 (centres undefined),1,106,-0.7,-3,7,117,-3,3,0
Cn1ncc(N=Cc2ccccc2)c1C(N)=O,-1,102,0.3,-3,-11,98,-4,2,0
Cc1ccc(NC(=O)CS(=O)CC(=O)NCC2CCCO2)cc1 (centres undefined),8,100,-0.1,7,4,99,6,1,1
COCCn1c(-c2ccc(Cl)cc2)nc2c(c(=O)c3ccccc3n2C)c1=O,-5,121,0.4,1,5,88,1,4,0
COc1ccc(-n2c(=O)c3c4c(sc3n3cnnc23)CC(C)CC4)cc1 (centres undefined),1,86,0.2,7,18,84,6,11,1
CC(=O)N1CCC2(CC1)C/C(=N\NC(=S)Nc1ccc(C)cc1)c1cc(O)ccc1O2,6,98,2.6,8,-1,101,3,9,2
CN(CCc1ccccn1)C(=S)Nc1cccc(S(=O)(=O)N(C)C)c1,-2,94,0.9,0,7,94,-2,5,1
COc1cccc(-n2c(SCC(=O)NCc3cccs3)nc3ccccc3c2=O)c1,-2,94,0.5,7,-4,94,3,2,0

# Compound activity deposited in PubChem BioAssay by several laboratories.
